Vif-A3G inh: Vif-A3G binding inhibition | Q9HC16 | HeLa A3G-eYFP + Vif (tagged APOBEC3G with the HIV-1 protein that degrades it), YFP fluorescence, overnight | Potency, µM (top dose mostly 46.1 µM), without a hit: top-dose activity, negative = active, most hits filed as inhibitors | actives 0.076% (n = 410,000) | AID 602310;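 note: % is set by controls: 0 for no effect and ±100 for the full control effect; nearly all actives have a fitted effect of over 60% in size; hits raise eYFP signal because A3G escapes Vif-driven loss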
Target sequence (Q9HC16 whole entry, looked up): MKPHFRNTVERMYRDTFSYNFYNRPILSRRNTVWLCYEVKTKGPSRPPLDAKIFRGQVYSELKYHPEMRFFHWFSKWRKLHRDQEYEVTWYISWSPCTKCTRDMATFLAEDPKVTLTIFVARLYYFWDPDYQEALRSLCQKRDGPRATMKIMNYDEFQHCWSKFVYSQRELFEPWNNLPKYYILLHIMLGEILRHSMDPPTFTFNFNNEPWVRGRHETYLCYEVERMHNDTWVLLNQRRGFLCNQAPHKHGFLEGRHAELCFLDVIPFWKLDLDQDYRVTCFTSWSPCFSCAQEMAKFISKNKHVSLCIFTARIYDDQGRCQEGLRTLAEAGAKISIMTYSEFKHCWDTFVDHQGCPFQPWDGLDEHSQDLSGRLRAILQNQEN
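Read-out is eYFP fluorescence (Ex 488/Em 500-530) from Vif-expressing HeLa A3G-eYFP cells; more signal means A3G escaped Vif-mediated degradation. Cells plated overnight, compound pinned in, incubated overnight at 37 deg C.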
ALOX12 inh: blocks human arachidonate 12S-lipoxygenase. P18054. purified 12hLO, xylenol orange hydroperoxide absorbance. Potency, µM (doses to about 108 µM), without a hit: at the highest dose activity change, negative = inhibition, most hits filed as inhibitors. actives 1.1% (n = 580,000). AID 1671190; note: % is set by controls: 0 for no effect and ±100 for the full control effect
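Purified human 12hLO at 150 nM in 25 mM Hepes, 0.01% Triton X-100, pH 7.0, preincubated 15 min at room temperature with compound. Reaction started with 40 uM arachidonic acid, 30 min at room temperature. Hydroperoxide measured by Fe-xylenol orange, 573/405 nm absorbance ratio.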
Vif-A3F inh: blocks the Vif interaction with APOBEC3F; HeLa A3F-eYFP + Vif (tagged APOBEC3F with the HIV-1 protein that degrades it), YFP fluorescence increase; AID 602313; Potency, µM (series often up to 46.1 µM), inactives show at the top dose activity, negative = active; actives 0.2% (n = 390,000); note: % of control where 0% means no effect; nearly all actives have a fitted effect of over 65% in size
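HeLa cells stably expressing A3F-eYFP plus Vif, plated and incubated overnight at 37 deg C, then exposed to compounds overnight at 37 deg C. Blocked degradation read as raised yellow fluorescence (Ex 488/Em 500-530).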
RGS4 inh: inhibitors of human regulator of G protein signaling 4. P49798. Transcreener GDP fluorescence polarization, RGS4-accelerated GTP hydrolysis. Potency, µM (doses to about 114 µM), without a hit: top-dose activity change, negative = inhibition, most hits filed as inhibitors. actives 0.039% (n = 390,000); note: % is set by controls: 0 for no effect and ±100 for the full control effect; nearly all actives have a fitted effect of over 75% in size; some results filed as inactive show a strong effect at the top dose
Target sequence (P49798 whole entry, looked up): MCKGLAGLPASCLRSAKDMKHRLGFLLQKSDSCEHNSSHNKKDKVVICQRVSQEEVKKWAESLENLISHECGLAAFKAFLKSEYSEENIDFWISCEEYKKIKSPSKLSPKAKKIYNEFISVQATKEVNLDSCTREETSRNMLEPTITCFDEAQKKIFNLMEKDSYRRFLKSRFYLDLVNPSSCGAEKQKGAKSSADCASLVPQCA
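MLSMR compounds (23 nl, pin-transferred) preincubated 10 min at room temperature with a 500nM (2x) first reagent, then RGS4 at 900nM (2x) plus Transcreener GDP mix added; fluorescence polarization (620/688 nm) read before and after 90 min at 30 °C.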
TrxR1 substrate: substrates of rat thioredoxin reductase 1; actives 0.01% (n = 390,000); Potency, µM (titrated, usually from 114 µM), for inactives: at the highest dose activity change, negative = substrate turnover; purified TrxR1 substrate turnover, NADPH consumption readout; O89049; note: % is set by controls: 0 for no effect and ±100 for the full control effect; nearly all actives have a fitted effect of over 50% in size
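Rat TrxR1, dispensed at 90 nM, was prereduced with 400 uM NADPH (final) for 5 min at ~22 deg C, then incubated with compound 15 min before 400 uM selenite. A first-read NADPH fluorescence drop versus no-compound background flagged substrates.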
RXFP1 agonist: RXFP1 (human) receptor agonism. HEK293T-RXFP1 cAMP TR-FRET, 30 min; response scale: percent of porcine relaxin response, buffer zero. Potency, µM (series often up to 57.5 µM), for inactives: at the highest dose activation, most hits filed as activators. actives 0.3% (n = 370,000). AID 2676; note: % is set by controls: 0 for no effect and ±100 for the full control effect; nearly all actives have a fitted effect of over 60% in size; many of its hits are not listed in these tables
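Agonist response is measured as cAMP accumulation in an RXFP1-transfected HEK293T line under PDE4 inhibition. Values are scaled between buffer-only and 29 nM porcine relaxin, and EC50s come from standard Hill equation fits.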
rTrxR1 inhibitor: blocks rat thioredoxin reductase 1; Potency, µM (doses to about 114 µM), inactives show at the top dose activity change, negative = inhibition, hits mostly inhibitors; actives 1% (n = 390,000); recombinant rTrxR1, NADPH fluorescence consumption, selenite substrate; AID 588453; note: % is set by controls: 0 for no effect and ±100 for the full control effect; nearly all actives have a fitted effect of over 65% in size
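Rat TrxR1 (90 nM in the dispensed reagent) was pre-reduced with 400 uM NADPH for 5 min at room temperature, then incubated with compound for 15 min. After 400 uM selenite was added, NADPH fluorescence (Ex 340/Em 450 nm) was followed for 8 min.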
USP1-UAF1 inh: blocks the human USP1/UAF1 deubiquitinase complex; O94782; recombinant USP1/UAF1, Ub-Rhodamine cleavage fluorescence; Potency, µM (titrated, usually from 57.1 µM), without a hit: at the highest dose activity change, negative = inhibition, most hits filed as inhibitors; actives 0.23% (n = 390,000); note: % is set by controls: 0 for no effect and ±100 for the full control effect; nearly all actives have a fitted effect of over 60% in size; inactives centre near -12
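1 nM enzyme complex + cpd, 15 min RT; start with Ub-Rho 150nM final; kinetic fluorescence ex 480/em 540, 6 reads q60 s. Buffer 50mM HEPES pH 7.8, 0.5mM EDTA, 0.1 mg/ml BSA, 1mM TCEP, 0.01% Tween-20.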
mIDH1 inhibitor: inhibitors of human mutant IDH1 R132H; actives 0.093% (n = 390,000); O75874; IDH1-R132H enzyme, NADPH consumption, diaphorase/resazurin fluorescence; Potency, µM (series often up to 76.6 µM), for inactives: top-dose activity change, negative = inhibition, usual class: inhibitors; note: % is set by controls: 0 for no effect and ±100 for the full control effect; nearly all actives have a fitted effect of over 65% in size
Target sequence (O75874 whole entry R132H, stated change not applied): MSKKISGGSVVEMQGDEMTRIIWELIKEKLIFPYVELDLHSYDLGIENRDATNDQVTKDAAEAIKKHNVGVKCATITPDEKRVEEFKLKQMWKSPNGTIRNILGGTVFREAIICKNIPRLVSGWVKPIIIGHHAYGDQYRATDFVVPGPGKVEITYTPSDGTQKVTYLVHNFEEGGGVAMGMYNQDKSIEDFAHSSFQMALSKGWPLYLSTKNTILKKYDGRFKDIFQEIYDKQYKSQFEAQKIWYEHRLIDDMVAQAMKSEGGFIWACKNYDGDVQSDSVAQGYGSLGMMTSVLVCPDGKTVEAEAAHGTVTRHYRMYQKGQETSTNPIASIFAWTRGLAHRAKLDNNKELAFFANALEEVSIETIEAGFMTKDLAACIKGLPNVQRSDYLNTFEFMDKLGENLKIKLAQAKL
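IDH1-R132H (0.5 ug/mL) preincubated 30 min with compound, then NADPH (0.016 mM) and alpha-KG (2 mM) added; 80 min at RT, pH 7.5. Remaining NADPH coupled via diaphorase/resazurin to fluorescence (540/590 nm); concentration-response curves normalized to no-enzyme control.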
* = called active by the depositor; ? = inconclusive; . = not tested or not shown; [ ] = another dose, or the depositor's remark. Calls come from the whole dose curve; as a rule, active = well fitted curve in the direction sought with a large enough effect; inconclusive = small, poorly fitted or top-dose-only effect, or another doubt; inactive = no such curve, though single readings can be large; an effect the other way counts as inactive or inconclusive. Potency is the fitted concentration of half-maximal effect.

SMILES	Vif-A3G inh	ALOX12 inh	Vif-A3F inh	RGS4 inh	TrxR1 substrate	RXFP1 agonist	rTrxR1 inhibitor	USP1-UAF1 inh	mIDH1 inhibitor
COCCN(C(=O)COC(=O)COc1ccc2c(c1)CCC2)c1c(N)n(Cc2ccccc2)c(=O)[nH]c1=O	0%	-14%	-1%	5%	-7%	1.0%	-7%	-23%	2%
Cc1ccc(N(C)C(=O)c2sc3nc4n(c(=O)c3c2C)CCCC4)cc1C	-6%	5%	3%	-36%	70%[activator]	2.0%	21%	-12%	2%
Cc1ccc(CSCC(=O)Nc2ccccc2F)cc1	-7%	7%	10%	15%	-3%	1.4%	3%	-17%	-9%
CCOc1ccc(-n2c(=O)c3c4c(sc3n(Cc3cccc(C)c3)c2=O)CCCC4)cc1	-5%	-26%	-7%	-5%	5%	0.8%	14%	-6%	-11%
C=CCn1c(Cc2cccc3ccccc23)n[nH]c1=S	-5%	-27%	-4%	-49%	-11%	-0.3%	-32%	5%	5%
COc1ccc(S(=O)(=O)N2CCN(CC(=O)N3CCOCC3)CC2)cc1OC	1%	-8%	-6%	-48%	-1%	.	-2%	-2%	1%
COc1ccc(C(O)(C2CCCCC2)C(CN2CCOCC2)c2ccccc2)cc1 (stereo not given)	-7%	0%	?	-20%	5%	0.0%	34%	-35%	-15%
COCCNC(=O)C(c1ccco1)N(C(=O)Cn1nnc2ccccc21)c1cccc(C)c1C (stereo not given)	5%	0%	2%	-39%	-10%	0.0%	-15%	-12%	4%
Cc1cc(C)cc(-n2nnnc2SCC(=O)Nc2nc(-c3ccc(F)cc3)cs2)c1	-6%	6%	0%	-5%	5%	-1.8%	16%[57.1 µM]	-22%	0%
O=C(OC1CCN(c2ncc(C(F)(F)F)cc2Cl)CC1)c1ccccc1	0%	0%	-3%	-5%	2%	-3.2%	28%	-21%	3%
CCC(CC)C(=O)Nc1ccc(Cl)c(Cl)c1	0%	70%	2%	-26%	-2%[57.1 µM]	3.2%	11%[57.1 µM]	-10%	2%
C=CCNC(=S)NNC(=O)c1ccc([N+](=O)[O-])cc1	1%	6%	9%	-16%	3%[57.1 µM]	0.7%	26%[57.1 µM]	-7%	4%
Cc1ccc(S(=O)(=O)N(C)C)cc1NC(=O)COC(=O)COc1ccc2c(c1)CCC2	1%	-5%	5%	-40%	-15%	0.6%	-12%	-21%	10%
CCOC(=O)N1CCN(C(=O)C2CCCN(S(C)(=O)=O)C2)CC1 (stereo not given)	0%	19%	0%	-13%	8%	2.2%	12%	-2%	-4%
Cc1ccc(C(=O)COC(=O)CNC(=O)c2cccs2)cc1C	2%	1%	0%	2%	3%	-0.4%	11%	-18%	10%
O=C(/C=C/c1cccc([N+](=O)[O-])c1)N1CC[C@@]2(O)CCCC[C@H]2C1	0%	9%	-2%	-17%	-12%[57.1 µM]	-1.8%	34%[57.1 µM]	-1%	9%
CCCCCCn1c(=O)n2n(c1=O)[C@@H]1CN(S(=O)(=O)c3ccc(C)cc3)C[C@]1(O)[C@@H](OC(=O)NC1CC1)C2	4%	?	-10%	.	.	.	.	-21%	1%
C=C(C)Cn1c(CCCNC(=O)CCC)nc2ccccc21	0%	19%	5%	11%	-2%	-0.1%	-16%	-3%	13%
O=C(OCC(=O)C12CC3CC(CC(C3)C1)C2)c1ccc(O)cc1O	-5%	?	9%	-10%	3%	4.4%	47%[57.1 µM]	-11%	0%
COc1cc(C(=O)N2CCN(c3ccccc3F)CC2)ccc1OCC(=O)N1CCOCC1	-1%	?	-9%	-11%	1%	0.4%	1%	-21%	10%
Cc1cnc(=O)[nH]c1SCc1cccc([N+](=O)[O-])c1	3%	-1%	0%	5%	-3%	-0.2%	10%	-3%	-18%
Nn1cnnc1N/N=C\c1ccc(-c2ccccc2[N+](=O)[O-])o1	-13%	?	-16%	-33%	?	-0.4%	-10%	?	20%
COc1ccc(OC)c(NC(=O)CSC2=Nc3ccccc3C3=NC(CC(=O)NCc4ccc5c(c4)OCO5)C(=O)N23)c1 (stereo not given)	-3%	?	1%	34%	-5%[57.1 µM]	0.8%	4%[57.1 µM]	2%	-10%
Cc1ccnc(Nc2nc3ccccc3s2)n1	2%	-2%	-8%	26%	2%	0.3%	29%	-2%	-5%
CN1/C(=C\C=N\NC(=O)c2ccc(O)cc2)C(C)(C)c2ccccc21	-8%	12%	?	8%	-20%	-0.1%	-26%	-5%	3%

Whole records as entered above:
`C=CCNC(=S)NNC(=O)c1ccc([N+](=O)[O-])cc1` across the screens: Vif-A3G inh: 1%; ALOX12 inh: 6%; Vif-A3F inh: 9%; RGS4 inh: -16%; TrxR1 substrate: 3%[57.1 µM]; RXFP1 agonist: 0.7%; rTrxR1 inhibitor: 26%[57.1 µM]; USP1-UAF1 inh: -7%; mIDH1 inhibitor: 4%
`Cc1ccc(S(=O)(=O)N(C)C)cc1NC(=O)COC(=O)COc1ccc2c(c1)CCC2` across the screens: Vif-A3G inh: 1%; ALOX12 inh: -5%; Vif-A3F inh: 5%; RGS4 inh: -40%; TrxR1 substrate: -15%; RXFP1 agonist: 0.6%; rTrxR1 inhibitor: -12%; USP1-UAF1 inh: -21%; mIDH1 inhibitor: 10%

(next part)
SMILES	Vif-A3G inh	ALOX12 inh	Vif-A3F inh	RGS4 inh	TrxR1 substrate	RXFP1 agonist	rTrxR1 inhibitor	USP1-UAF1 inh	mIDH1 inhibitor
COc1ccc(-c2oc(=O)c3cc(OC)c(OC)cc3c2/C=C/c2ccc(F)cc2)cc1	1%	1%	2%	-16%	18%[57.1 µM]	1.5%	13%[57.1 µM]	-24%	1%
Cc1ccccc1-c1nc2cc(Cl)ccc2o1	-3%	-23%	4%	15%	-2%	2.9%	6%	2%	-1%
CCc1cccc(CC)c1NC(=O)Cn1nnc2sc(-c3ccccc3)cc2c1=O	.	-10%	.	5%	-2%	4.6%	-6%	-22%	.
CCOC(=O)C1=C(SCC)c2cc3c(n2C1=O)CCCC3	-1%	?	4%	-48%	-14%	0.1%	-32%	-18%	11%
S=c1nc[nH]c2c1ncn2-c1ccc(Cl)cc1	-5%	?	14%	?	-5%	.	-31%	?	-1%
CC1=NNC(=O)/C1=C\c1cn(-c2ccccc2)nc1-c1ccc(Cl)cc1	-18%	-19%	5%	?	-10%	1.9%	-15%	-15%	?
CC(=O)c1cccc(NC(=O)/C(=C/c2ccco2)NC(=O)c2ccco2)c1	-7%	-16%	1%	11%	-9%	-1.1%	?	-25%	0%
O=C(NCCS(=O)(=O)N1CCN(c2cccc(Cl)c2)CC1)C(c1ccccc1)c1ccccc1	4%	0%	0%	2%	1%[57.1 µM]	3.9%	14%[57.1 µM]	4%	-7%
COc1ccccc1N1CCN(CCCNC(=O)c2cnn(-c3ccccc3Cl)c2C2CCN(C(=O)OC(C)(C)C)CC2)CC1	3%	4%	-15%	9%	-9%	-0.4%	-23%	-19%	-19%
CCCCc1nc2cc(C(=O)NCc3nccn3CC)ccc2o1	4%	16%	-17%	-1%	-8%	-1.4%	-17%	-15%	-9%
CC(C)CC(NC(=O)CNC(=O)C1O[C@@H]2OC(C)(C)O[C@@H]2[C@H]2OC(C)(C)O[C@@H]12)C(=O)O (stereo not given in full)	-2%	1%	2%	9%	6%	-0.6%	39%[activator]	-21%	-4%
Cc1ccc(N2CC(C(=O)N3CCc4ccccc4C3)CC2=O)cc1 (stereo not given)	-3%	-23%	0%	-15%	3%	0.6%	-1%	-2%	5%
Cc1ccc(Cl)c2c1=NC(=O)C=2c1[nH]c(=S)[nH]c1O	0%	?	-29%	-25%	-11%	0.2%	?	-25%	-2%
Cc1cc(C(=O)CSc2nnc(N)s2)c(C)n1CCc1ccc(F)cc1	5%	-4%	-3%	-24%[56.9 µM]	-7%	2.8%	-8%	?	9%
CC1(C)CC(=O)C2=C(C1)c1c(ccc3ccccc13)NC2c1ccc(Br)o1 (stereo not given)	6%	?	-1%	10%[11.4 µM]	26%	1.7%	-15%	-17%	-2%

Looked up above:
`Cc1ccccc1-c1nc2cc(Cl)ccc2o1` in Vif-A3F inh is listed with 4%
`CCc1cccc(CC)c1NC(=O)Cn1nnc2sc(-c3ccccc3)cc2c1=O` in ALOX12 inh is listed with -10%
`CC1(C)CC(=O)C2=C(C1)c1c(ccc3ccccc13)NC2c1ccc(Br)o1` (stereo not given) in USP1-UAF1 inh is listed with -17%
`Cc1ccc(Cl)c2c1=NC(=O)C=2c1[nH]c(=S)[nH]c1O` in mIDH1 inhibitor is listed with -2%
`S=c1nc[nH]c2c1ncn2-c1ccc(Cl)cc1` in Vif-A3G inh is listed with -5%
`Cc1ccc(N2CC(C(=O)N3CCc4ccccc4C3)CC2=O)cc1` (stereo not given) in rTrxR1 inhibitor is listed with -1%

Not all compounds are listed (hit frequency here may not be typical).
